Tau fluor counter = Counterscreen qHTS for Inhibitors of Tau Fibril Formation, Fluorescence Polarization; tau K18 P301L Alexa594 fluorescence, heparin fibrillization; Potency, µM (doses to about 57.7 µM), inactives show at the highest dose activity change, negative = decrease; 280,000 tested, 0.93% active; note: % is set by controls: 0 for no effect and ±100 for the full control effect; nearly all actives have a fitted effect of over 55% in size
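Human K18 P301L tau (15 uM unlabeled plus 0.24 uM Alexa 594-labeled, final) in 100 mM sodium acetate pH 7 was mixed with compound and 20 uM heparin and incubated 6 hr at 37 C.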
HttQ103 aggreg = qHTS Multiplex Assay to Identify Dual Action Probes in a Cell Model of Huntington: Aggregate Formation (GFP); PC12 HttQ103-GFP aggregates, Acumen cytometry, 40 h; Potency, µM (series often up to 46.1 µM), for inactives: at the top dose activity change, negative = inhibition, most hits filed as inhibitors; 220,000 tested, 1.1% active; note: % is set by controls: 0 for no effect and ±100 for the full control effect; nearly all actives have a fitted effect of over 60% in size
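Huntingtin Q103 exon 1–GFP aggregates in induced PC12 cells (100 nM tebufenozide) were quantified by cytometry from lysates, with compounds dosed in titration.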
Tau fibril ThT = qHTS for Inhibitors of Tau Fibril Formation, Thioflavin T Binding; Microtubule-associated protein tau (Homo sapiens), P10636; recombinant tau K18 P301L (four-repeat tau fragment), heparin-induced fibrillization, ThT fluorescence; Potency, µM (series often up to 57.4 µM), for inactives: top-dose activity, negative = inhibition, actives largely listed as inhibitors; 270,000 tested, 2.1% active; AID 1460, 2008; note: % is set by controls: 0 for no effect and ±100 for the full control effect; nearly all actives have a fitted effect of over 55% in size
Target sequence (P10636 561-689 P618L limits assumed): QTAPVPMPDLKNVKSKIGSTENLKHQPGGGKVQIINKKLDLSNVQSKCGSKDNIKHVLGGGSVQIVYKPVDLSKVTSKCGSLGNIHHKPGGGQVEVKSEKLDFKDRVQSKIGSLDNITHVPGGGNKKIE
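K18 P301L tau (15 uM + 0.24 uM Alexa 594-tagged), heparin 20 uM, NaOAc pH 7, 6 h 37 C; ThT 30 uM, 1 h RT, ex 450/em 510 nm.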
Tau fibril FP = qHTS for Inhibitors of Tau Fibril Formation, Fluorescence Polarization | Microtubule-associated protein tau (Homo sapiens), P10636 | K18 P301L tau heparin fibrillization, Alexa594 FP, 6 h | Potency, µM (highest dose often 57.7 µM), without a hit: at the highest dose activity, negative = inhibition, usual class: inhibitors | 280,000 tested, 0.39% active; note: % is set by controls: 0 for no effect and ±100 for the full control effect; nearly all actives have a fitted effect of over 55% in size
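Recombinant K18 P301L […], labeled with Alexa 594 at 0.24 uM over 15 uM unlabeled; heparin inducer 20 uM final; 37 C, 6 hr; FP endpoint.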
KDM4E inh = qHTS Assay for Inhibitors of Human Jumonji Domain Containing 2E (JMJD2E) | 230,000 tested, 1.6% active | JMJD2E catalytic domain, FDH-coupled NADH fluorescence (FDH is formaldehyde dehydrogenase) | Potency, µM (highest dose often 57.1 µM), without a hit: at the top dose activity change, negative = inhibition, hits mostly inhibitors; active = well fitted inhibition curve with a large enough effect, not every such curve was filed as active; inconclusive = small, poorly fitted or top-dose-only effect, or another doubt; inactive = no such curve, though single readings can be large or run the other way;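 note: 0% = wells with enzyme and -100% = buffer wells without enzyme; nearly all actives have a fitted effect of over 50% in size; many of its hits are not listed in these tables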
Target sequence (B2RXH2 1-337 limits assumed): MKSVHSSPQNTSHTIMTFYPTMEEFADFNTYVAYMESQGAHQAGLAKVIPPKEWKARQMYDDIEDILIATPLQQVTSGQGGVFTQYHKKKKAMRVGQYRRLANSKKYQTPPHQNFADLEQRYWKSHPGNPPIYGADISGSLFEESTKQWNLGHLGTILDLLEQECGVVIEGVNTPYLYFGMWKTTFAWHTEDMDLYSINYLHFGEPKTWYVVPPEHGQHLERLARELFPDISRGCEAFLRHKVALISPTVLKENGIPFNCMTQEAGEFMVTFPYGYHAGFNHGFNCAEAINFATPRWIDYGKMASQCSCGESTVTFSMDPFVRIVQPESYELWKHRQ
HTT ATP protect = qHTS Multiplex Assay to Identify Dual Action Probes in a Cell Model of Huntington: Cytoprotection (ATP) | PC12 HTT-Q103 induced, cytoprotection, ATP luminescence, 40 h | Potency, µM (highest dose often 56.4 µM), for inactives: cytoprotection (ATP increase), usual class: activators | 230,000 tested, 0.14% active;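 note: % of control where 0% means no effect; nearly all actives have a fitted effect of over 45% in size; toxic huntingtin expression switched on by the ecdysone agonist tebufenozide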
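Compounds added alongside 100 nM tebufenozide, which induces toxic Q103 huntingtin exon 1-GFP in stable PC12 cells; surviving cells quantified by luminescent ATP measurement. Medium: phenol red-free DMEM, 5% equine and 5% calf serum.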
SMN2 splice enh = qHTS Assay for Enhancers of SMN2 Splice Variant Expression; HEK293 SMN2-luciferase splicing reporter, luminescence, 30-36 h; Potency, µM (top dose mostly 46.1 µM), for inactives: at the highest dose activity change, positive = activation, actives largely listed as activators; 210,000 tested, 2.8% active; note: % of control where 0% means no effect; nearly all actives have a fitted effect of over 55% in size
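HEK293 cells carry an SMN2 minigene-luciferase reporter in which exon 7 inclusion puts luciferase in frame. Cells were seeded at 2000 cells/well, attached for 10-12 hours, then exposed to compounds for 30-36 hours at 37C before ONE-Glo luminescence.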
ALDH1A1 block = qHTS Assay for Inhibitors of Aldehyde Dehydrogenase 1 (ALDH1A1); Potency, µM (doses to about 75.3 µM), for inactives: at the highest dose activity, negative = inhibition, hits mostly inhibitors; 220,000 tested, 7.3% active; Purified ALDH1A1, NADH fluorescence, propionaldehyde substrate; active = well fitted inhibition curve with a large enough effect, not every such curve was filed as active; inconclusive = small, poorly fitted or top-dose-only effect, or another doubt; inactive = no such curve, though single readings can be large or run the other way;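 note: plate controls were no enzyme wells and a reference inhibitor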
Target sequence (P00352 whole entry, looked up): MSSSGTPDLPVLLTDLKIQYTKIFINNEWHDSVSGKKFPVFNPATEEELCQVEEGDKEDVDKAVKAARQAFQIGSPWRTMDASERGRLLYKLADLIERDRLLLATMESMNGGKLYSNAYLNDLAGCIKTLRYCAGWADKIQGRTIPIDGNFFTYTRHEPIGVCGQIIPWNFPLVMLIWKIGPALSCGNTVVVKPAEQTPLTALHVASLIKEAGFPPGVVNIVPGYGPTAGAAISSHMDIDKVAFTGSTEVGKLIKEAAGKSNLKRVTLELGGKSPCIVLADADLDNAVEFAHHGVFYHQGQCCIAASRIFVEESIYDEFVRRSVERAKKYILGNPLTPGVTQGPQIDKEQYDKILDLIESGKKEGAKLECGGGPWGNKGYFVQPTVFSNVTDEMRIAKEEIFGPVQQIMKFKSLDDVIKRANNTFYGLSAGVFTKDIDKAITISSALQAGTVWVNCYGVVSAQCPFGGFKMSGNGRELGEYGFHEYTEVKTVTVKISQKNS
Active calls of the source: *; i = inactive; ? = inconclusive; . = no result given; & = joins results of further samples; [ ] = another dose, or the depositor's remark. Unless noted, calls come from the whole dose curve; as a rule, active = well fitted curve in the direction sought with a large enough effect; inconclusive = small, poorly fitted or top-dose-only effect, or another doubt; inactive = no such curve, though single readings can be large; an effect the other way counts as inactive or inconclusive. Potency is the fitted concentration of half-maximal effect.

SMILES	Tau fluor counter	HttQ103 aggreg	Tau fibril ThT	Tau fibril FP	KDM4E inh	HTT ATP protect	SMN2 splice enh	ALDH1A1 block
O=C(O)C1CCCCC1C(=O)NCc1ccc(F)cc1 (stereo unspecified)	3%	-2%	2%	-7%	0%	3%[0.074 µM]	-36%[inhibitor]	12%
O=C(NC12CC3CC(CC(C3)C1)C2)c1ccc(-c2cccc(Cl)c2)o1	-17%	-2%	?	-4%	?	-11%[10 µM]	-33%[inhibitor]	?
Cc1cc2nc(SCCN3CCOCC3)[nH]c2cc1C	-9%	0%	-5%	-15%	-3%	26%[10 µM]	14µM*	-5%
Cc1cccc(C)c1Nc1nnc(SCC(=O)Nc2cc(S(=O)(=O)N3CCCCC3)ccc2Cl)s1	-18%	2%	-3%	1%	9%	11%[10 µM]	-1%[1.84 µM]	-13%
COC(CNC(=O)c1ccc(N2CCCC2=O)cc1)OC	2%	13%	-11%	12%	4%	-4%	2%	?
COc1ccccc1Nc1nc(N)nc(CCl)n1	-8%	-1%[9.22 µM]	-6%	6%	1%	22%[10 µM]	.	.
Cc1cccc(-n2nnc(C(=O)Nc3ccc(F)cc3)c2N)c1	-21%	-26%	-13%	?	0%	-8%[10 µM]	10µM*	-15%
O=C(/C=C/C(=O)N1CCc2ccccc2C1)N1CCc2ccccc2C1	-12%	-13%[9.22 µM]	?	7%	-15%	8%[10 µM]	.	.
CCCCNC(=O)C1(NC(=O)Nc2ccccc2)CCCCC1	-3%	7%[9.22 µM]	1%	-8%	6%	5%[10 µM]	.	5%
CCOC(=O)c1nn(-c2cccc(OC)c2)c2nc(CC)c(C#N)c(=O)n12	2%	-2%	6%	4%	?	.	-7%	?
COc1ccccc1CNc1nc(-c2cc(C)n(C)c2C)cs1	?	3%	?	-13%	?	-8%	-8%	?
CCc1c(C)nc(SCC(N)=O)c(C#N)c1C	-15%	-16%	-11%	?	4%	-22%	2%	-2%
O=C(CSC(=S)N1CCN(c2ccccc2)CC1)Nc1nc(-c2ccccc2)c(-c2ccccc2)o1	-5%	-3%	-6%	12%	-2%	12%[10 µM]	0%	1%
Cc1cccc(NC(=O)CSc2nc3ccccc3nc2N2CCCCC2)c1C	-14%	.	-3%	-3%	.	.	-2%	.
C=C1C[C@@]23C[C@]1(O)CC[C@@H]2[C@]12C=C[C@@H](O)[C@](C)(C(=O)O1)[C@H]2[C@H]3C(=O)O	.	.	.	.	-1%[25.5 µM]	1%[40.3 µM]	-7%[20.6 µM]	-3%[20.9 µM]
O=C(CSCc1ccccc1)N1CCN(c2ccc(F)cc2)CC1	-22%	-4%	?	-5%	-2%	18%	-2%	-11%
COc1ccc(C(C)C(=O)c2ccc(O)cc2O)cc1 (stereo unspecified)	?	.	-7%	?	-6%	17%	-9%	-1%
Cc1oc(-c2ccccc2F)nc1CN1CCC(C(=O)NC2CCCc3ccccc32)CC1 (stereo unspecified)	-6%	-16%	-7%	6%	3%	-35%	-28%	-2%
CCN(CC)S(=O)(=O)c1ccc(-c2csc(C)n2)s1	-9%	-12%[9.22 µM]	2%	-7%	?	18%[10 µM]	.	-13%
O=C(CSc1nc(-c2ccccc2)nc2c1CCCC2)c1ccc(F)cc1	-9%	.	-3%	-12%	.	.	0%	.
COc1ccc2[nH]c3c(=O)n(Cc4ccc(C(=O)N5CCCCCC5)cc4)c(=S)[nH]c3c2c1	-21%	20%	-5%	2%	4%	-28%	-15%	6%
COc1ccccc1-c1ccc(SCC(=O)NCc2ccc3c(c2)OCO3)nn1	-4%	-4%	-4%	1%	-3%	?	-31%[inhibitor]	?
COCCNC(=S)N1CCN(c2nc3ccccc3s2)CC1	15%	-18%[9.22 µM]	9%	9%	-4%	-18%[10 µM]	-42%[inhibitor]	-7%
CCn1cc(C(=O)N2CCN(c3cc(Cl)ccc3C)CC2)c(=O)c2cc(S(=O)(=O)N3CCCCC3)ccc21	-12%	.	-11%	-12%	.	.	10%	.
COCCOc1cc(N(CC(=O)N(C)C)S(=O)(=O)c2ccccc2)c(Cl)cc1Cl	2%	-8%	-5%	8%	4%	?	.	6%
Continuation.
SMILES	Tau fluor counter	HttQ103 aggreg	Tau fibril ThT	Tau fibril FP	KDM4E inh	HTT ATP protect	SMN2 splice enh	ALDH1A1 block
O=C(CSc1nnc(SCc2ccccc2)s1)N/N=C/c1c(Cl)cccc1Cl	-15%	-6%	-7%	?	-8%	12%[10 µM]	-5%	-1%
CC(C)[N+](C)(CCOC(=O)C1c2ccccc2Oc2ccccc21)C(C)C	-10%&-3%&-25%	-20%&3%	?	?	-9%	?	-35%[inhibitor]	10%
COC(=O)c1cc(OC)c(OC)cc1NC(=O)Cc1ccccc1[N+](=O)[O-]	-4%	8%	1%	1%	-1%	-23%	2%	-6%
CCOC(=O)CNC(=O)CSc1nc(-c2ccccc2)ns1	2%	3%	0%	-1%	-1%	.	3%	25µM*
CC1(C)Cc2ccccc2-c2nc3n(c(=O)c21)CCS3	17%	-3%[9.22 µM]	8%	11%	-2%	1%[10 µM]	.	-11%
COC(=O)C(CCCN1C(=O)c2ccccc2C1=O)(NC(C)=O)c1nn[nH]n1 (stereo unspecified)	-11%	-14%	-13%	1%	?	-34%	-30%	1%
COc1ccc(Cc2cc(-c3ccc(F)cc3)n[nH]c2=O)cc1	-17%	-3%[9.22 µM]	.	6%	0%	0%[10 µM]	.	.
CN(C)CCCNS(=O)(=O)c1ccc(Oc2ncc(C(F)(F)F)cc2Cl)cc1	-7%	22µM*	-2%	1%	6%	-3%[10 µM]	-28%	20%
COc1ccc(OCCCn2cccc2/C=C2/C(=N)N3OC(C)=CC3=NC2=O)cc1	?	-10%	-14%	-5%	-3%	-38%[inhibitor]	.	-9%
O=C(CN1CCOCC1)NNC(=S)Nc1ccccc1	-8%	1%[9.22 µM]	-12%	-4%	-14%	-4%[10 µM]	.	-15%
CCS(=O)(=O)N1Cc2ccccc2CC1C(=O)Nc1nc2ccccc2s1 (stereo unspecified)	-11%	-29%	-14%	-3%	?	-14%[0.074 µM]	-47%[inhibitor]	-7%
COc1ccc(NC(=O)COC(=O)Cc2ccc(-c3ccccc3)cc2)c(OC)c1	-25%	-2%	?	12%	3%	-6%[10 µM]	4%	?
Cc1cc2nn(-c3cccc4ccccc34)nc2cc1NC(=O)c1cccs1	?	5%	?	?	?	-8%[10 µM]	-28%	?
CC(=O)NC1=NN(C(C)=O)C(C)(c2cccc([N+](=O)[O-])c2)S1 (stereo unspecified)	-2%	18%	0%	-2%	-4%	-32%[inhibitor]	0%	8%
C(=C\c1ccccc1)/CN1CCN(Cc2nc(Cc3ccccc3)no2)CC1	-10%	1%[9.22 µM]	-11%	5%	-10%	-3%[10 µM]	.	13µM*
NS(=O)(=O)c1ccc(NC(=O)C(Sc2ccccc2)c2ccccc2)cc1 (stereo unspecified)	?	13%	5%	-11%	-12%	-4%[10 µM]	6%	12%
CC(C)n1c(SCC(=O)c2ccc3c(c2)OCCO3)nc2c1c(=O)n(C)c(=O)n2C	2%	12%	3%	1%	-1%	-10%[10 µM]	-39%[inhibitor]	2%
c1csc(-c2nn3c(Cn4nnc5ccccc54)nnc3s2)c1	-4%	4%	-7%	2%	?	-5%[10 µM]	27%	i
S=C(NCC1CCCO1)N1CCN(c2nc(-c3ccc(Cl)cc3)cs2)CC1 (stereo unspecified)	?	6%[9.22 µM]	?	?	-1%	7%[10 µM]	-62%[inhibitor]	?
C=CCOc1ccc(Br)cc1CNC(C)(C)C	8%	?	16%	0%	-8%	-36%[inhibitor]	-12%	14%
Cc1cc(C)cc(NC(=O)[C@H]2O[C@@H]3OC(C)(C)O[C@@H]3[C@H]3OC(C)(C)O[C@H]32)c1	-13%	.	2%	?	.	.	-15%	.
O=C(Nc1cnn(Cc2ccc(Cl)cc2)c1)c1cccs1	-15%	-13%[9.22 µM]	-5%	-4%	?	8%[10 µM]	.	.
COc1ccc(C(=O)Nc2ccccc2N2CCCCC2)cc1[N+](=O)[O-]	?	11%[9.22 µM]	-16%	-4%	-18%	5%[10 µM]	.	?
O=C(Cc1ccccc1)N1CCN=C1SCc1cccc([N+](=O)[O-])c1	-23%	7%	?	9%	2%	?	-10%	-8%
C=CCNC(=S)NCC=C	-8%	-26%[9.22 µM]	-8%	-20%	-5%	-11%[10 µM]	.	.

Printed as active in ALDH1A1 block (from the list above):
compound	HttQ103 aggreg	Tau fibril ThT	Tau fibril FP	KDM4E inh	ALDH1A1 block
CCOC(=O)CNC(=O)CSc1nc(-c2ccccc2)ns1	3%	0%	-1%	-1%	25µM*
C(=C\c1ccccc1)/CN1CCN(Cc2nc(Cc3ccccc3)no2)CC1	1%[9.22 µM]	-11%	5%	-10%	13µM*

(further entries)
SMILES	Tau fluor counter	HttQ103 aggreg	Tau fibril ThT	Tau fibril FP	KDM4E inh	HTT ATP protect	SMN2 splice enh	ALDH1A1 block
CCOC(=O)c1ccc(-c2ccc(/C=N/NC(=O)Cc3nnc(N)s3)o2)cc1	-23%	-27%[9.22 µM]	.	-5%	?	8%[10 µM]	.	.
COc1ccc(OC)c(/C=N/NC(=O)c2cnccn2)c1	-10%	-8%[9.22 µM]	-11%	-3%	2%	-6%[10 µM]	.	.
COC(=O)c1cc2sc(Cl)cc2n1CC(=O)Nc1cc(C)cc(C)c1	-23%	.	-16%	-3%	.	.	-2%	.
CCOC(=O)c1ccc(N/C(=N/S(=O)(=O)c2ccccc2)c2ccccc2)cc1	-10%	8%	4%	-1%	-12%	15%[10 µM]	11%	-5%
COC(=O)c1cc[n+](CC(=O)c2ccccc2)cc1	1%	2%	-13%	7%	-4%	15%	-12%	?
CC1CC(c2ccccc2)n2nc(NC(=O)CCc3ccccc3)nc2N1 (stereo unspecified)	3%	-8%	-1%	-5%	-1%	-30%	-11%	5%

Assay outcomes: PubChem, National Center for Advancing Translational Sciences (NCATS)

This is a subset. The share of hits here may be higher or lower than overall.
